Screens as filed in PubChem BioAssay.
CendR NRP1 mod: alters CendR peptide binding to human NRP-1; O14786; FAM-RPARPAR peptide binding to NRP-1, fluorescence polarization; inhibition, % at 25 µM; 0.85% of 360,000 active; AID 602438;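 active means inhibition or corrected inhibition above about 18%, plus a signal ratio from 0.5 to 1.5, limit read from the data, passing the limit was not always enough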; further: strong numbers were not always called active
Target sequence (O14786 whole entry, looked up): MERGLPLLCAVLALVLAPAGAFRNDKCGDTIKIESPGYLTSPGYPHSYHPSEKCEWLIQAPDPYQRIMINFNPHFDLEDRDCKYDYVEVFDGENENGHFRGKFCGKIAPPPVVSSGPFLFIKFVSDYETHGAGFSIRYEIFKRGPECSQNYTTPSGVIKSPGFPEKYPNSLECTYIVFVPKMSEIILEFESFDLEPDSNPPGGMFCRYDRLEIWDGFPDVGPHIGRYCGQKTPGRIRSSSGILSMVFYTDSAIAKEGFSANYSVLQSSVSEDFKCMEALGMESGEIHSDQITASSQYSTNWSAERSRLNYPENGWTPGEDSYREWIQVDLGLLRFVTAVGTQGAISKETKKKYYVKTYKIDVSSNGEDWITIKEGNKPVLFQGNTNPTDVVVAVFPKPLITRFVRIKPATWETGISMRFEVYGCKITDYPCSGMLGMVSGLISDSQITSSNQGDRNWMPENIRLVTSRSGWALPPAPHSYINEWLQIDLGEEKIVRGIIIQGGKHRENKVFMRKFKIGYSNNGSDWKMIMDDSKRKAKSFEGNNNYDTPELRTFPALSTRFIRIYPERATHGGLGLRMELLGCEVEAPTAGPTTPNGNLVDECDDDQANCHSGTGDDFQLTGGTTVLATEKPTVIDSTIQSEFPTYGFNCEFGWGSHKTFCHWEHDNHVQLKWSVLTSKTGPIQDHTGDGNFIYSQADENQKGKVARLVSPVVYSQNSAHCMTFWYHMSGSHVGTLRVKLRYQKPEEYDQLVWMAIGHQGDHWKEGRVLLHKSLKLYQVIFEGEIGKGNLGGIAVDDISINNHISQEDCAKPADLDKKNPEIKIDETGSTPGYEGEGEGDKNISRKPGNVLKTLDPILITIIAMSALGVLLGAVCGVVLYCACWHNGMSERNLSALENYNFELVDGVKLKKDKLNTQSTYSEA
LMPTP inh: blocks human LMPTP phosphatase; P24666; recombinant LMPTP-A, OMFP fluorogenic substrate, fluorescence intensity; inhibition, % at 20 µM; 0.22% of 360,000 active; AID 651560;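 active means compounds that cut the enzyme signal by at least half of the control window in the single-dose screen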;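 further: plate controls were DMSO wells with enzyme plus substrate for no effect and substrate without enzyme for full effect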
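Assay system: LMPTP-A phosphatase enzyme | Input: 0.625 nM enzyme | Also added: Fluorogenic phosphatase substrate OMFP at 400 µM final | Compound dosing: One test concentration per compound, 20 µM, with 3% DMSO overall | Schedule: 50 min enzyme reaction at room temperature, protected from light | Signal: Fluorescence intensity | Benchmarks: no-enzyme and uninhibited controls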
Tb MetRS inh: blocks T. brucei methionyl-tRNA synthetase activity; purified T. brucei MetRS, ATP depletion, Kinase-Glo luminescence; inhibition, % at 11.9 µM; 0.4% of 360,000 active; AID 624268;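 active means inhibition above a per-plate cutoff of the control wells' mean inhibition plus 3 SD, cut at about 5.5% in these data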;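 further: 0% = DMSO wells median and 100% = median of wells with control inhibitor compound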
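Test system: purified T. brucei MetRS enzyme. Also added: ATP, methionine and E. coli bulk tRNA substrates. Compound: 11.9 µM single point. Schedule: 15 min enzyme-compound preincubation, 2 h reaction, 10 min detection, 25 °C. Signal: luciferase luminescence of residual ATP, Kinase-Glo. Evaluation: percent inhibition versus plate control medians. Controls: DMSO wells, low control.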
eLon inh: inhibitors of E. coli Lon protease. purified E. coli Lon protease, fluorescence polarization. 0.42% of 360,000 active. inhibition, % at 7.94 µM. P0A9M0; in the data active means inhibition above about 13%, passing the limit was not always enough;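 further: 0% = enzyme with probe and DMSO and 100% = no enzyme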
DNMT1 inh: DNMT1 (human) enzyme inhibition; DNMT1 molecular beacon, Hinp1I cleavage, fluorescence; inhibition (reported as % activation of signal), % at 10 µM; AID 588458; 0.83% of 360,000 active; in the data active means inhibition above about 50%
SUMO1 PPI mod: alters human SUMO1 binding to SIM partners; P63165; SUMO1 binding to a labelled peptide, TR-FRET, 1 h; inhibition, % at 20 µM; 0.33% of 360,000 active; in the data active means inhibition above about 37%
Target sequence (P63165 whole entry, looked up): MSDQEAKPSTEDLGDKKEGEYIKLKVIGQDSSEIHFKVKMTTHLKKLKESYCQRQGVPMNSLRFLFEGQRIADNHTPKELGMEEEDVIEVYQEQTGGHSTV
MsrA inh: inhibits bovine methionine sulfoxide reductase A; 0.75% of 360,000 active; inhibition, % at 15.5 µM; purified bovine MsrA, absorbance read-out; AID 651718; in the data active means inhibition above about 4.5%;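 further: 0% = vehicle wells with enzyme and 100% = reference inhibitor wells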
bovine MsrA act: bovine methionine sulfoxide reductase A activation. purified bovine MsrA, absorbance read-out. activation, % at 10.6 µM. 0.3% of 360,000 active; in the data active means activation above about 7.5%;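 further: 0% = vehicle and 100% = reference activator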
Scp-1 inhibitor: blocks human Scp-1 phosphatase activity. Q9GZU7. Recombinant Scp1, phosphopeptide, malachite green phosphate absorbance. inhibition, % at 20 µM. 0.88% of 340,000 active;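 active means inhibition above about 50% at 20 µM, limit read from the data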;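 further: plate controls were DMSO wells with enzyme for no effect and wells lacking enzyme for full effect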
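Test system: SCP-1 phosphatase catalytic domain, residues 76-261; measured by: colorimetric phosphate reagent with accelerator and stabiliser, absorbance at 630 nm; timing: enzyme reaction 45 min at room temperature, colour 5 min, stabilisation 30 min; also added: Phosphorylated 17-residue peptide substrate; compound dosing: one concentration, 20 µM, with 1.0% DMSO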
STEP inh: STEP (human) phosphatase inhibition | recombinant STEP, OMFP fluorogenic substrate, fluorescence | inhibition, % at 20 µM | 0.25% of 360,000 active | AID 588621;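 active means inhibition at 20 µM, scaled per plate between control wells, above about 37%, limit read from the data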;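 further: 0% = DMSO with enzyme and substrate and 100% = substrate only without enzyme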
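Material: STEP (striatal-enriched tyrosine phosphatase) enzyme, cell-free | Medium: 50 mM Bis-Tris pH 6.0 with 2.5 mM DTT and 0.005% Tween 20 | Read-out: Percent inhibition scaled to no-enzyme and uninhibited-enzyme controls, plate-pattern corrected | Signal: Fluorescence read at 480 nm ex / 540 nm em | Times: 20 min reaction, room temperature, in the dark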
Starred values were filed as active, the others as inactive; nt = no result given.

SMILES	CendR NRP1 mod	LMPTP inh	Tb MetRS inh	eLon inh	DNMT1 inh	SUMO1 PPI mod	MsrA inh	bovine MsrA act	Scp-1 inhibitor	STEP inh
N#Cc1c(-c2cccnc2)cc(-c2ccccc2)nc1N	14	0.6	0.2	-3	-2	-3	0.8	-3	6	0
COc1ccc(CCNC(=O)CSc2ccc3nnc(CCNC(=O)c4ccccc4)n3n2)cc1OC	8	-0.1	-0.3	-1	2	2	1.7	-3	-2	0
CCOc1ccc(OCC)c(NC(=O)C2CCN(S(=O)(=O)c3cccc4nonc34)CC2)c1	0	1.1	-1.2	3	-6	-20	-0.1	-4	-4	5
CCOC(=O)N/N=C/c1cccnc1	-5	0.9	-1.1	-6	4	0	0.1	-8	-4	-2
CCOc1ccccc1N1CCN(C(=O)CC(C)C)CC1	-12	-2.1	-1.0	7	2	2	1.7	-6	-5	-2
COc1cccc(NC(=S)N(CCC(C)C)C2CCN(C(C)=O)CC2)c1	2	0.3	-0.1	-2	3	7	0.2	-5	-1	5
Cc1cc(C(F)(F)F)nn1CC(=O)N1CCCCC1C (stereo not drawn)	12	-3.9	0.3	6	2	-1	1.3	1	-4	0
COc1ccc(S(=O)(=O)N(C)CC(=O)NCc2cccnc2)cc1OC	-5	-0.9	-0.1	10	1	-4	-1.2	-4	5	-1
CN(CCc1ccccn1)C(=O)c1ccc(OC2CCN(CCc3ccccc3)CC2)cc1	-8	-0.4	-0.3	5	0	2	0.8	-6	-6	-2
O=C(CCC(=O)N(CC(=O)NC1CCCCC1)Cc1ccc(F)cc1)Nc1nccs1	-1	0.6	0.4	6	1	3	0.4	-3	-1	-1
CC(=O)NN1C(=O)c2ccccc2NC1c1ccc([N+](=O)[O-])o1 (stereo not drawn)	11	-0.2	-0.5	3	-6	-28	1.2	-4	-6	0
O=[N+]([O-])c1ccc(-n2cccn2)c(-c2nn[nH]n2)c1	5	-1.8	0.6	3	4	-21	0.7	-2	-14	-4
CCOc1cc(/C=N/Nc2nc(-c3cccc(S(=O)(=O)N4CCCC4)c3)cs2)ccc1O	-4	1.9	-2.2	10	-22	18	2.3	-14	-9	-3
C[C@@H]1CN([C@H](C)CO)C(=O)CCCn2nncc2CO[C@H]1CN(C)C(=O)CCC(F)(F)F	9	-0.7	-0.1	-4	3	1	0.2	-8	nt	-2
C/C(=C\c1ccccc1)C(=O)NCc1ccco1	7	-0.7	-0.2	0	27	0	1.0	0	-6	-3
O=C(N/N=C/c1ccccc1C(F)(F)F)c1ccc2nc[nH]c2c1	-2	-0.6	-0.6	-3	0	-7	0.5	-8	1	0
C=CCN=C1S/C(=C\c2ccc(Cl)cc2)C(=O)N1CC=C	2	3.5	-0.5	-7	4	-17	1.5	-2	-4	2
Cc1ccccc1Cn1cccc1/C=C1/C(=N)N2C=CSC2=NC1=O	-123	4.5	0.1	-134	-7	6	0.0	0	21	-3
CCCN(CC1CC1)C(=S)Nc1ccc(C(C)=O)cc1	13	-0.2	-0.9	-4	-1	2	2.1	-7	-7	-1
CCOC(=O)c1c(SCCN2CCCCC2)n(-c2ccccc2)c(=S)n(-c2ccccc2)c1=O	-12	-1.0	-0.1	-6	-6	2	-0.1	-1	-5	2
O=C(Nc1cccc2[nH]ncc12)c1ccc(F)cc1	-10	-0.5	-1.2	5	-2	0	-0.3	-5	-21	-3
COCCN1CC(=O)N(c2cccc(C)c2C)C(c2ccc(Cl)cc2)C1=O (stereo not drawn)	14	-0.8	0.2	2	5	0	-0.3	-1	-5	-8
COc1ccccc1NC(=O)C1=C(C)Nc2nnnn2C1c1ccccc1OC (stereo not drawn)	2	-0.6	-0.7	3	-2	7	0.2	-4	-15	2
NS(=O)(=O)c1cccc(NC(=O)CSc2nnc(-c3ccccc3F)n2C2CC2)c1	1	-0.3	0.3	0	1	0	-1.1	-1	-1	-1
CCC(SC1=N/C(=C/c2ccccc2OC)C(=O)N1c1ccccc1)C(=O)Nc1cc(C)on1 (stereo not drawn)	13	1.8	-0.3	-3	-7	-6	0.5	2	-6	0

Compounds listed so far that have an NH in an aromatic ring (three):
SMILES	CendR NRP1 mod	LMPTP inh	Tb MetRS inh	eLon inh	DNMT1 inh	SUMO1 PPI mod	MsrA inh	bovine MsrA act	Scp-1 inhibitor	STEP inh
O=[N+]([O-])c1ccc(-n2cccn2)c(-c2nn[nH]n2)c1	5	-1.8	0.6	3	4	-21	0.7	-2	-14	-4
O=C(N/N=C/c1ccccc1C(F)(F)F)c1ccc2nc[nH]c2c1	-2	-0.6	-0.6	-3	0	-7	0.5	-8	1	0
O=C(Nc1cccc2[nH]ncc12)c1ccc(F)cc1	-10	-0.5	-1.2	5	-2	0	-0.3	-5	-21	-3

The list continues.
SMILES	CendR NRP1 mod	LMPTP inh	Tb MetRS inh	eLon inh	DNMT1 inh	SUMO1 PPI mod	MsrA inh	bovine MsrA act	Scp-1 inhibitor	STEP inh
O=C(Nc1cc(C(F)(F)F)ccc1Cl)C1CCN(c2nnc(-n3cccc3)s2)CC1	4	-1.1	-0.8	-3	38	-1	-0.3	-1	-5	-7
CN(C)CCNC(=O)Nc1cccc(Cl)c1Cl	-2	-6.2	-0.8	-11	1	3	0.3	-3	5	-2
Cc1ccc(S(=O)(=O)N(C)C)cc1NC(=S)N(CCC#N)Cc1cccnc1	11	-1.7	-0.7	5	0	0	1.2	3	-1	2
CC1CC(C)CN(CCCNC(=O)c2ccc3c(SCC(=O)O)c4c(nc3c2)CCC4)C1 (stereo not drawn)	-4	-0.6	-0.3	-11	-1	-11	0.9	1	-16	-2
CCN(CCn1cccn1)C(=O)c1cc(COc2ccc(F)cc2Cl)on1	-6	0.9	0.4	13	2	-2	-0.3	-5	28	-1
CN(C)c1ccc(CN(C(=O)C2COc3ccccc3O2)C2CCS(=O)(=O)C2)cc1 (stereo not drawn)	-5	-1.2	0.1	-8	0	5	-0.6	-1	0	2
CCCC(=O)NC(C)c1nc2ccccc2n1C (stereo not drawn)	8	-1.0	0.2	0	2	3	-0.8	1	-6	1
O=C(c1cc2sccc2n1Cc1ccc(F)cc1)N1CCc2ccccc21	-3	3.8	0.1	-5	-9	-7	1.1	-3	-17	1
COc1ccc(C)cc1-n1nc2ccccc2n1	4	-1.0	-0.4	-1	4	5	1.3	-6	-6	1
COC(=O)c1cc(S(=O)(=O)NCc2ccccc2)cn1C	-1	-0.9	0.7	-5	-2	1	-1.0	-4	3	-3
COCCN(CCOC)Cc1cc(=O)oc2cc3c(cc12)CCC3	-13	-1.2	-0.4	1	0	-2	0.5	1	-12	-5
COc1ccc(Cl)cc1C(=O)N(Cc1nc(-c2cccc(C)c2)no1)C(C)C	4	1.1	-1.2	-6	-1	4	-1.3	-10	-10	-3
Cc1ccc(S(=O)(=O)N2C[C@]3(O)C[C@@H]4C(=O)N(c5ccccc5)C(=O)[C@@H]4C[C@]3(OC(=O)NC3CCCC3)C2)cc1	-8	-1.4	-0.9	-10	-2	-1	-0.5	-3	nt	-1
CCOc1ccccc1C1C(C(=O)Nc2ccc(OC)cc2)=C(C)Nc2nc(CCCO)nn21 (stereo not drawn)	-16	0.9	-1.3	6	-2	-7	0.3	0	-8	-2
CC(C)COc1ccc(-c2nnc(-c3ccco3)o2)cc1	-7	0.7	-0.5	-2	-1	-1	0.5	-7	-2	0
CCN(CC(=O)Nc1cccc(OC)c1)C(=O)C1CCN(C(=O)Nc2ccccc2)CC1	7	0.8	-0.7	-9	-4	1	-0.8	1	-4	-2
Cc1ccc(NC(=O)CN(C)C(=O)COC(=O)/C=C/c2cccs2)cc1	4	-0.4	-0.2	6	0	-25	1.1	-6	-5	-1
CCC(C)NCCCCOc1ccc(Br)cc1 (stereo not drawn)	-12	-0.2	0.7	7	15	-2	1.0	-3	-2	1
CC1CC(C)(C)NC(=S)N1CC(=O)N(C)Cc1ccccc1 (stereo not drawn)	-9	0.2	-0.3	8	-1	-4	0.0	-1	-8	-1
Cc1cccc(OCC(=O)Nc2ccc(N3CCN(C(=O)c4ccco4)CC3)cc2)c1	-3	2.4	-0.9	-7	-13	1	0.5	-3	-6	3
Cc1ccc2[nH]c(=O)c(-c3nc4cc(C)ccn4c3NCc3ccco3)cc2c1	-11	1.3	0.1	1	26	-13	nt	-1	0	1
COc1ccc(C2C(C(=O)c3sc(C)nc3C)=C(O)C(=O)N2CCN(C)C)cc1OC (stereo not drawn)	3	-3.2	-1.1	2	-1	-4	1.3	-3	-7	-1
COc1cccc(/C=C/C(=O)Nc2ccc(OC)nc2)c1	-7	0.3	-0.4	-9	-4	-11	0.7	-2	1	1
Cc1ccc(NC(=O)CN(C)C(=O)Cc2ccc(Cl)cc2Cl)cc1	4	-0.6	54*	3	0	-5	1.0	-8	1	-1
O=C(CCCCCN1C(=O)c2ccccc2C1=O)NC1CCCC1	24*	-1.7	-1.1	4	-1	-5	-2.7	-4	-10	-2
SMILES	CendR NRP1 mod	LMPTP inh	Tb MetRS inh	eLon inh	DNMT1 inh	SUMO1 PPI mod	MsrA inh	bovine MsrA act	Scp-1 inhibitor	STEP inh
COc1ccc(NC(=O)c2nnn(Cc3cccc(F)c3)c2N)c(OC)c1	-14	-1.6	0.3	-6	5	2	-0.1	-3	-8	0
CC1CC(=O)Nc2ccccc2S1(=O)=O (stereo not drawn)	10	-0.1	-0.8	-6	1	3	0.6	-8	3	-2
CN(C)C(=O)CSc1nnc(-c2ccncc2)n1Cc1ccco1	-11	0.1	-0.7	10	2	2	-1.2	-1	-8	-1
CCc1cccc(NC(=O)Cn2c(=O)oc3cc(S(=O)(=O)N4CCOCC4)ccc32)c1	7	0.3	7.0*	-5	-1	2	1.7	-2	-7	-2
O=C(Cn1c(NCCCO)nc2ccccc21)c1ccc([N+](=O)[O-])cc1	1	12	-0.1	-1	-1	-25	1.3	0	-10	-2
COc1ccc(Cc2nnc(Nc3ccc(C)cc3)o2)cc1OC	-7	-2.5	-0.7	3	7	3	0.1	-5	-27	4
CCn1c(SCC(=O)c2c[nH]c3ccccc23)nnc1-c1cccs1	-90	0.7	1.1	-21	-4	-24	-0.8	1	-12	-1
O=C(c1cscn1)N1CCCC(N2CCN(c3ccc(F)cc3)CC2)C1 (stereo not drawn)	17	-0.8	-0.1	-3	0	-8	-0.1	-4	-11	1
Cc1cc(C)c(NC(=O)Cn2c(=O)n(-c3ccc(CC(=O)NCC4CCCO4)cc3)c(=O)c3ccccc32)c(C)c1 (stereo not drawn)	16	-1.5	-0.6	-5	-1	-5	0.6	-4	-5	0
Cc1cc(C)c(C)c(C(=O)C2OC(=O)C(C)(C)C(=O)C2(C)C)c1C (stereo not drawn)	-7	0.3	-0.7	-2	2	-2	-0.8	-3	-10	-2
